High-throughput results deposited in PubChem by National Center for Advancing Translational Sciences (NCATS).
PI5P4K alpha inh – qHTS for Inhibitors of phosphatidylinositol 5-phosphate 4-kinase (PI5P4K) | max response, % | PI5P4Kalpha enzyme, ADP-Glo luminescence, 60 min; hits give low values | Phosphatidylinositol 5-phosphate 4-kinase type-2 alpha (Homo sapiens), P48426 | hit rate 1.2% among 330,000 | AID 652105, 2013; active means max response of -50% or lower; inconclusive means between -30% and -50%; inactive means -30% or higher; further: value at the top dose of about 77 µM; on the % scale 0 is the no-effect control and ±100 the full control effect
Target sequence (P48426 whole entry, looked up): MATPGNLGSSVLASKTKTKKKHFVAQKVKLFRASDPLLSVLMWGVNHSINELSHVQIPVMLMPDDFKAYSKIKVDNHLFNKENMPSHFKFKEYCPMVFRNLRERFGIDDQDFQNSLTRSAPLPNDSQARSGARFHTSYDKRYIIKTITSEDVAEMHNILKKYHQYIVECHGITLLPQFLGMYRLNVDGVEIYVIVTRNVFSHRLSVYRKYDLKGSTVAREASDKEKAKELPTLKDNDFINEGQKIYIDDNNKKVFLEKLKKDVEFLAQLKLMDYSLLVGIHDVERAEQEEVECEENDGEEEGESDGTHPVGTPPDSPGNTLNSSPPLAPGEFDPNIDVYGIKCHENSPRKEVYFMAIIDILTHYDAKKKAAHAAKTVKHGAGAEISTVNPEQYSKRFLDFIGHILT
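qHTS, 1536-well: enzyme/substrate mix, compound by pin tool, 5 microM ATP final; RT 60 min; ADP-Glo reagents 1 (45 min) then 2 (30 min); luminescence.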
EPAC1 antagonist – qHTS for Antagonist of cAMP-regulated guanine nucleotide exchange factor 3 (EPAC1): primary screen. EPAC1 GEF assay, Rap1b-BODIPY-GDP exchange fluorescence. Rap guanine nucleotide exchange factor 3 (Homo sapiens), O95398. Potency, µM (series often up to 115 µM), for the others: at the top dose activity change, negative = inhibition, most hits filed as inhibitors. hit rate 0.14% among 360,000;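 further: potency means the concentration at half of the fitted maximal effect; plate controls were vehicle for no effect and positive control for full effect; nearly all actives have a fitted effect of over 50% in size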
FUS yeast rescue – qHTS for Suppressors of FUS Proteinopathy: Primary screen using FUS-linked yeast assay. S. cerevisiae FUS-expressing, growth rescue, OD600, 24 h. Potency, µM (titrated, usually from 76.6 µM), for the others: top-dose growth rescue (activation), actives largely listed as activators. hit rate 0.24% among 390,000. AID 1347120, 2019;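 further: potency means the concentration at half of the fitted maximal effect; plate controls were DMSO vehicle for no effect and reference control for full effect; nearly all actives have a fitted effect of over 55% in size; some results filed as inactive show a strong effect at the top dose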
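Toxicity suppression screen in FUS-yeast. Cells induced with 2% galactose, starting OD 0.005, treated 24hr at 30C with compounds at multiple final concentrations; growth by OD600.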
WRN helicase inh – qHTS for Inhibitors of WRN Helicase | WRN helicase unwinding, fluorescent forked duplex, kinetic | hit rate 0.46% among 360,000 | Potency, µM (series often up to 114 µM), inactives show top-dose activity change, negative = inhibition, actives largely listed as inhibitors; further: potency means the concentration at half of the fitted maximal effect; on the % scale 0 is the no-effect control and ±100 the full control effect; nearly all actives have a fitted effect of over 55% in size
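Fluorescence dequenching readout, ex 525 nm/em 598 nm, kinetic mode: forked duplex DNA (100 nM final) with adjacent fluorophore and quencher unwound by WRN (20 nM final) with 2 mM ATP. Compound preincubation 15 min, room temperature.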
IL2 activator – qHTS of IL-2 Activators; hit rate 0.065% among 360,000; activation, % (series mostly up to about 46 µM); IL-2 activation reporter assay, cell-based qHTS; stimulated with anti-CD3/CD4/CD28 beads; in transgenic mouse T cells; in the data active means activation above about 50%; inconclusive means mostly about 30% to 49%; further: 0% is about no effect
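Screening format: compound pinned onto unstimulated transgenic mouse T cells, 60 min incubation, then anti-CD3/anti-CD4/anti-CD28 bead stimulation for 18 hours at 37 degrees C, followed by EGFP and DsRed detection.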
EPAC1 agonist – qHTS for Agonist of cAMP-regulated guanine nucleotide exchange factor 3 (EPAC1): primary screen. Potency, µM (doses to about 154 µM), inactives show top-dose activation, usual class: activators. hit rate 0.073% among 360,000. Rap guanine nucleotide exchange factor 3 (Homo sapiens), O95398. EPAC1 agonist qHTS, biochemical assay; response scale: 100% = response to 6.5 mM cAMP; further: potency means the concentration at half of the fitted maximal effect; nearly all actives have a fitted effect of over 60% in size
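Fluorescent GDP-exchange assay: 100 nM EPAC1 with 250 nM Rap1B preloaded with BODIPY-GDP and 50 uM GDP; compounds tested as concentration series, 5 min at room temperature, then read every 5 min for 30 min (ex 480/em 540 nm); normalized to 6.5 mM cAMP.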
Abeta yeast res – qHTS for compounds that reverse cellular toxicity of Amyloid beta (A-beta) peptide in yeast: Primary Screen; yeast expressing A-beta42, growth rescue, OD600, 48 h; response scale: 0% DMSO, 100% iron-clioquinol control; Potency, µM (titrated, usually from 46.1 µM), for the others: top-dose growth rescue, hits mostly activators; AID 1347071, 2019; hit rate 0.063% among 410,000; further: potency means the concentration at half of the fitted maximal effect; nearly all actives have a fitted effect of over 55% in size
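Yeast A-beta toxicity model in growth medium with pinned compounds, 48 h at 30 C; growth read as absorbance at 600 nm. Normalized to FeCl3/clioquinol equimolar mix (positive) and DMSO (negative).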
PLK1 PBD block – qHTS for Inhibitors of PLK1-PDB (polo-like kinase 1 - polo-box domain): Primary Screen | Potency, µM, inactives show max response, negative = inhibition, usual class: inhibitors | AID 720504, 2013 | Serine/threonine-protein kinase PLK1 (Homo sapiens), P53350 | Plk1 PBD binding of FITC phosphopeptide, fluorescence polarization | hit rate 2.8% among 360,000; further: potency means the concentration at half of the fitted maximal effect; series mostly up to about 57 µM; on the % scale 0 is the no-effect control and ±100 the full control effect; nearly all actives have a fitted effect of over 65% in size
Target sequence (P53350 whole entry, looked up, the tested form may be a part): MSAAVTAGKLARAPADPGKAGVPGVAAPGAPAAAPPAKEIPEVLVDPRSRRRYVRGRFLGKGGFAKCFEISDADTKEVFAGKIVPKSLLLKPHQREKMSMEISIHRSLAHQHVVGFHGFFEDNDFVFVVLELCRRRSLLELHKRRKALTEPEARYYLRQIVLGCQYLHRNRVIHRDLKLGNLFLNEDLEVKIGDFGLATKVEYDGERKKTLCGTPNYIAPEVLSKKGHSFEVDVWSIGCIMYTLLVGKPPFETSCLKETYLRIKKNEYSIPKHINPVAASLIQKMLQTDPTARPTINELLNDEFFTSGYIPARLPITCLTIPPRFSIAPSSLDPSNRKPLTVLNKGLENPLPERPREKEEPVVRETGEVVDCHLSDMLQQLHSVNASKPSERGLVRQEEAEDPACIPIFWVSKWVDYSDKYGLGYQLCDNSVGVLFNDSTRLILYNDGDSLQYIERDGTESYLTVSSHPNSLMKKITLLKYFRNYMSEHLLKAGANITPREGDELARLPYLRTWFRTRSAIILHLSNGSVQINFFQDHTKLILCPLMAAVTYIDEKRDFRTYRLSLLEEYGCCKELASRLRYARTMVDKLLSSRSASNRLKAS
* = called active by the depositor; ? = inconclusive; . = no result given; [ ] = remark or other dose. Unless noted, the call rests on the fitted dose curve; in most records, active means well fitted curve in the direction sought with a large enough effect; inconclusive means small, poorly fitted or top-dose-only effect, or another doubt; inactive means no such curve, though single readings can be large; an effect the other way counts as inactive or inconclusive.

Compound	PI5P4K alpha inh	EPAC1 antagonist	FUS yeast rescue	WRN helicase inh	IL2 activator	EPAC1 agonist	Abeta yeast res	PLK1 PBD block
CCOC(=O)N1CCN(C(=O)c2ccc3c(=O)n(CCc4ccccc4)c(=O)[nH]c3c2)CC1	-2	-15%	30%	-5%	-2.6	-13%	17%	-5%
Cc1cc(C(=O)OCC(=O)Nc2sc3c(c2C#N)CCC(C)C3)c2ccccc2n1 (stereo not drawn)	-1	3%	7%	-13%[57.1 µM]	-0.2	3%	-10%	?
CC(C)NC(=O)N(C)C[C@H]1OCCCC[C@@H](C)Oc2ccc(NC(=O)C3CCCCC3)cc2C(=O)N([C@H](C)CO)C[C@@H]1C	3	7%	25%	6%	-3.2	-11%	-10%	-23%
CCCCn1nc(NC(=O)COC)c2cc3ccc(C)cc3nc21	3	0%	-18%	4%	0.5	-1%	-7%	-8%
Cn1c(CCNC(=O)c2ccco2)nc2cc(NS(=O)(=O)c3ccccc3)ccc21	.	7%	14%	2%	-0.9	-3%	12%	-1%
Cc1cccc([C@@H]2[C@@H]3C(=O)N(Cc4ccccc4)C(=O)[C@@H]3[C@]3(Cc4ccc(Cl)cc4)C(=O)N(c4cccc(Cl)c4)C(=O)N23)c1	4	0%	-11%	-7%	0.5	15%	0%	-3%
CCOC(=O)N1CCC(NC(=O)C2=C(C)C(=O)OC23CCC(C)CC3)CC1 (stereo not drawn)	-10	-6%	3%	8%	-3.4	7%	-5%	-15%
OCC1OC(n2cnc3c(NC4CCCCC4)ncnc32)C(O)C1O (stereo not drawn)	0	5%	-12%	2%	-0.6	1%	4%	-1%
COc1ccc(C(=O)/C=C2/c3ccccc3CC(C)(C)N2C)cc1OC	-6	-5%	.	-5%	0.1	-9%	0%	-4%
CCN(CC(=O)Nc1ccc(NC(C)=O)cc1)C(=O)CCCOc1cccc(C)c1	5	-5%	28%	-6%	-1.4	-3%	-10%	-7%
C[C@H]1CNC(=O)c2c(C(=O)N3CCN(C(=O)OC(C)(C)C)CC3)ncn21	-5	-11%	14%	3%	0.0	-11%	-31%	-14%
O=C(NCC(=O)N1CCN(c2ccccc2O)CC1)c1ccc2ccccc2c1	?	?	?	-8%	0.2	-6%	0%	-7%
CC(C)N1CN(c2ccccc2)C(=S)N(c2ccccc2)C1	1	0%	4%	2%	-2.4	-5%	23%	2%
C=CCn1c(SCc2ccccc2)nc2scc(-c3ccc(C)o3)c2c1=O	.	-1%	11%	-6%	0.2	3%	6%	-9%
Cc1ccc(-c2nc(-c3ccncc3)no2)cc1Cl	9	-4%	-6%	-5%	-0.1	-1%	11%	-3%
O=C(NC(=S)Nc1cc(C(F)(F)F)ccc1Cl)c1ccccc1	6	-20%	-1%	-12%	-0.3	4%	-6%	-6%
Cc1ccccc1-n1c(SCC(=O)O)nc2sc3c(c2c1=O)CCCC3	?	-6%	28%	-3%	0.6	0%	-13%	-11%
COc1ccc(CCNc2oc(-c3ccc(OC)c(OC)c3)nc2P(=O)(OC)OC)cc1OC	-1	12%	15%	2%	-1.2	-1%	-5%	-5%
CCc1ccccc1NS(=O)(=O)c1ccc2c(c1)C(C)(C)C(=O)N2C	2	-20%	-3%	-5%	-2.3	-1%	-7%	-10%
COc1ccc(CC(=O)OC(C)CN2CCCC2)cc1 (stereo not drawn)	1	-13%	22%	-14%	-1.1	5%	-1%	-6%
COc1ccccc1NC(=O)NNC(=O)c1ccc2c(c1)NC(=O)C(C)(C)O2	-12	?	16%	-33%	-3.4	6%	-10%	-10%
CC(C)(C)NC(=O)CN(C(=O)C1CSC(=O)C1)c1ccccc1F (stereo not drawn)	6	22%	17%	3%	-1.5	5%	2%	-12%
COc1ccc(OC)c(C(O)c2coc3ccc(O)c(CN4CCOCC4)c23)c1 (stereo not drawn)	.	6%	21%	0%	-2.2	0%	-2%	-8%
COc1ccccc1C(=O)NC1CCN(C(=S)NCCc2ccccc2)CC1	-18	7%	23%	-15%	-0.6	3%	-13%	?
COC(=O)c1nc2ccc(N3CCOCC3)cc2c(C)c1C(=O)OC	0	-2%	2%	-18%	-2.6	-2%	-6%	-5%
NC(=S)N/N=C1\CCSc2ccc(Cl)cc21	-8	-19%	6%	3%	-3.2	9%	-9%	-16%
COc1ccc(C(=O)C[n+]2ccc(-c3nnc4n3CCCCC4)cc2)cc1	-7	10%	21%	-4%	-1.1	5%	5%	2%
OC(Cc1cccc(Br)c1)c1ncc(-c2cccc(C(F)(F)F)c2)[nH]1 (stereo not drawn)	16	-23%	-11%	-12%	-0.8	-5%	-5%	10%
COC(=O)n1ccc(C(=O)Nc2ccccc2F)n1	.	-3%	11%	-2%	-1.7	15%	-22%	-9%
COC(=O)c1nc(NC(=O)c2ccc(F)cc2)n[nH]1	-15	22%	16%	-31%	-1.5	-3%	-23%	15µM*
Cc1ccc(C(C(=O)NC(C)(C)C)N(C(=O)c2csnn2)c2ccccc2F)o1 (stereo not drawn)	.	-12%	6%	-7%	-1.2	1%	6%	-6%
Oc1ccc(-c2nccc(-c3ccc(Cl)cc3Cl)n2)cc1	22	-2%	4%	5%	-0.6	6%	-1%	-15%
COc1ccc(-c2nnc(SCC(=O)N3CCCc4ccccc43)o2)cc1OC	9	17%	5%	-14%	-0.3	-7%	-17%	-1%
CCN(CC(=O)Nc1ccccc1OC)C(=O)COc1ccc(C#N)cc1	6	-2%	-4%	7%	-1.4	7%	8%	-8%
COc1ccc([C@@H]2[C@@H]3C(=O)N(C(C)(C)C)C(=O)[C@@H]3[C@]3(Cc4ccccc4)C(=O)N(c4ccc(C(F)(F)F)cc4)C(=O)N23)cc1	-4	-13%	34%	-5%	-4.3	-10%	-7%	-9%
CCCCCCCCC(=O)N/N=C(\C)c1cccnc1	4	2%	4%	-8%	2.9	-2%	-1%	-8%
COc1ccc(-c2cc(C(=O)OCC(=O)N(C)C)c3ccccc3n2)cc1	3	-1%	28%	6%	-0.7	13%	-1%	-9%
CN(C)CCCN(C(=O)COc1ccccc1)c1nc2ccc(F)cc2s1	-2	0%	8%	-2%	-0.4	2%	-5%	4%
N#Cc1c(NC(=O)CSc2nc(N)cc(=O)[nH]2)sc2c1CCCCCC2	.	4%	-5%	-2%	-0.5	10%	2%	-12%
Cc1cccc(C(=O)OCC(=O)c2cccc(Br)c2)c1O	14	-2%	-7%	-5%	-0.6	7%	19%	-2%
C[C@@H]1CN([C@@H](C)CO)C(=O)c2cccc(NC(=O)c3ccncc3)c2O[C@@H]1CN(C)Cc1ccc(-c2ccccc2)cc1	3	4%	-16%	-1%	-0.5	-8%	-3%	-13%
Cc1ccc(Cl)cc1NS(=O)(=O)c1cc2[nH]c(=O)c(=O)[nH]c2cc1C	3	-3%	0%	-23%	0.1	7%	1%	-16%
COc1ccc(C(=O)NCc2cccnc2)cc1S(=O)(=O)N1CCCc2ccccc21	4	4%	16%	-15%	-0.1	-4%	-3%	-14%
Cc1ccc(/C=N\NC(=O)COc2ccc(C)cc2[N+](=O)[O-])cc1	-7	-3%	13%	-8%	-1.7	-14%	6%	-10%
CCOc1ccc(N2C(=O)CC(NCCNc3ccc([N+](=O)[O-])cn3)C2=O)cc1 (stereo not drawn)	0	2%	15%	-2%	-0.5	10%	14%	-10%
CCOC(=O)N1CCN(C(=O)c2cccn3c(=O)c4cc(Cl)ccc4nc23)CC1	.	-2%	16%	0%	0.7	3%	-8%	-6%
CC/C(C)=N/NS(=O)(=O)c1ccc(C)c([N+](=O)[O-])c1	9	9%	-8%	-2%	0.6	13%	?	-4%
Cc1cc(OCCN2CCCC2)ccc1[N+](=O)[O-]	-7	11%	.	-24%	-3.4	-6%	0%	-5%
CCc1nnc(NC(=O)c2cccnc2)s1	-4	17%	-23%	4%	0.2	2%	-10%	-3%
CC(=O)O/N=C1\C(=O)N(Cc2ccc(C)cc2)c2ccccc21	-14	6%	11%	-5%[11.6 µM]	-0.7	-2%	15%	?

Molecules from the list above containing bromine, in the order listed:
Compound	PI5P4K alpha inh	EPAC1 antagonist	FUS yeast rescue	WRN helicase inh	IL2 activator	EPAC1 agonist	Abeta yeast res	PLK1 PBD block
OC(Cc1cccc(Br)c1)c1ncc(-c2cccc(C(F)(F)F)c2)[nH]1 (stereo not drawn)	16	-23%	-11%	-12%	-0.8	-5%	-5%	10%
Cc1cccc(C(=O)OCC(=O)c2cccc(Br)c2)c1O	14	-2%	-7%	-5%	-0.6	7%	19%	-2%

Continuation.
Compound	PI5P4K alpha inh	EPAC1 antagonist	FUS yeast rescue	WRN helicase inh	IL2 activator	EPAC1 agonist	Abeta yeast res	PLK1 PBD block
COc1cc(NC(=O)Cn2c(=O)n(-c3cccc(C)c3)c(=O)c3c(C)c(C)sc32)cc(OC)c1	3	-9%	.	-16%	1.9	16%	-13%	-18%
Cc1ccc(OCc2ccccc2Br)c([N+](=O)[O-])n1	4	-27%	8%	4%	-0.3	-2%	-9%	-9%
O=C(Cn1c(=O)[nH]c2ccsc2c1=O)NC1CCCCC1	19	8%	-11%	-2%	-2.0	1%	10%	-5%
Cc1cc(OCC(F)(F)C(F)(F)C(F)(F)C(F)F)nc(N)n1	-2	-2%	-1%	5%	-1.9	-12%	11%	-1%
CCC(Sc1ccc(C(=O)O)cc1)C(=O)O (stereo not drawn)	1	-15%	30%	-2%	0.4	1%	8%	-21%
CCC1Oc2ccccc2N(CC(=O)NCCCN2CCN(c3ccc(OC)cc3)CC2)C1=O (stereo not drawn)	0	5%	1%	1%	-0.4	13%	1%	-24%
O=C(Nc1ccccc1)C1CCCCN1S(=O)(=O)c1ccccc1 (stereo not drawn)	-2	-8%	-5%	-5%	-0.5	7%	20%	-2%
